Compound activity: PubChem, several laboratories
Shn3 inh set2 = Schnurri-3 reporter inhibition in Clone20 osteoblasts; Clone20 osteoblast Shn3 3'UTR firefly luciferase, 24 h; inhibition, % at 12.5 µM; 0.52% of 360,000 active; AID 588674;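 active = mean inhibition of at least 75% with every replicate also reaching 75%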;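 note: 0% = median of neutral control wells and 100% = pilot-screen positive control compound; some compounds past the cut are filed as inactive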
KKLEB cytotox = counter-screen for CF NF-kB inhibitors: cytotoxicity; AID 602141; activity change (cytotoxicity), % at 5 µM; 0.36% of 360,000 active; KKLEB CF airway cells viability, ATPlite luminescence, overnight; hits give low values; cells stimulated with P. aeruginosa culture filtrate;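 active = corrected activity change at or below -50% at 5 µM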
NR2E3 ag-1 = NR2E3 (human) agonism; Q9Y5X4; GST-NR2E3/biotin-RetCOR TR-FRET, 1536-well; inhibition of corepressor binding, % at 4.78 µM; 0.12% of 320,000 active; AID 2300;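 active = percent inhibition above the cutoff of mean plus 3 SD of all tested compounds, set per screening campaign, cut at about 20% in these data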;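 note: 0% = DMSO wells and 100% = biotin wells as full block of FRET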
Target sequence (Q9Y5X4 whole entry, looked up): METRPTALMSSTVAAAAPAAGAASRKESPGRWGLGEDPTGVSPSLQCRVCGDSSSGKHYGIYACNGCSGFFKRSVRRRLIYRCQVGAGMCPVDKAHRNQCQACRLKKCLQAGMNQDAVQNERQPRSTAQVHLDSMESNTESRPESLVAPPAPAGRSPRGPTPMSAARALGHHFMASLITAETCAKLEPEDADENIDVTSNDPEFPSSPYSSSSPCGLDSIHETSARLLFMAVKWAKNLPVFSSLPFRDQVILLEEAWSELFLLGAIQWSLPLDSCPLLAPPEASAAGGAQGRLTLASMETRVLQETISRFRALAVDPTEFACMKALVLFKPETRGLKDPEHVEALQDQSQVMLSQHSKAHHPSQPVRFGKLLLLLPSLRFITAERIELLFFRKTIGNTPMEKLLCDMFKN
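Material: NR2E3–RetCOR corepressor complex | Quantity: 1.35 nM GST-tagged NR2E3 final | Schedule: 5 h at 4 °C | Replication: Singlicate compound wells | Reagent: RetCOR corepressor, biotinylated, 7 nM | Controls: Biotin wells as high control, 0.6% DMSO wells as low control | Signal: TR-FRET, Eu(K)-anti-GST donor, streptavidin-D2 acceptor, ex 340, em 617/671 nm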
HIF-2a block = blocks HIF-2a reporter activity; 786-0 RCC cells HIF-2a reporter, luciferase luminescence, overnight; inhibition, % at 18.8 µM; 0.72% of 360,000 active; AID 624352;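 active = inhibition of the luminescence signal of 40% or more relative to plate controls, in a single-dose primary screen at 18.75 µM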
TROY NFkB inh = blocks TROY-dependent signaling in reporter cells. Q293 LMP1-TROYcd NF-kB luciferase reporter, 4 h. inhibition, % at 10 µM. 0.98% of 360,000 active. AID 1347056;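 active = compounds whose plate-normalised and pattern-corrected inhibition of the luciferase reporter signal at the single screening dose is 50% or more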
TWEAK Fn14 block = TWEAK-Fn14 signaling inhibition. TWEAK-stimulated Fn14 reporter cells, luciferase luminescence, 8 h. inhibition, % at 10 µM. 2% of 360,000 active; in the data active = inhibition above about 50%
C8 TRAIL sens = sensitizes caspase-8 expressing cells to TRAIL; NB7+C8 cells + TRAIL, ATPlite viability luminescence; inhibition (viability loss, TRAIL sensitization), % at 10 µM; 1% of 360,000 active;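 active = compounds causing at least 50% loss of cell viability in the single-dose screen, relative to plate controls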
MITF TRPM1 inh = reduces MITF-dependent TRPM1 promoter luciferase signal. AID 488899. SK-MEL-5 TRPM1 promoter luciferase, 24 h. inhibition, % at 12.5 µM. 0.83% of 330,000 active;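 active = mean inhibition across replicates of 60% or more, whatever share of single replicates reaches that level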; note: values of inactives mirror those of a sister screen read the other way
Peg3 prom inh = reduces Peg3 promoter-driven luciferase expression in HeLa | HeLa PEG-Prom luciferase reporter, luminescence, overnight | inhibition, % at 20 µM | 1.7% of 360,000 active | AID 588405;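 active = inhibition of at least 50% at 20 µM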
CF NFkB block = inhibitors of cystic fibrosis induced NF-kB; KKLEB NF-kB-GFP reporter, PAF-induced, GFP fluorescence overnight; inhibition, % at 5 µM; 0.86% of 360,000 active; AID 588850;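 active = at least 50% inhibition at 5 µM, scaled per plate between neutral and stimulator controls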;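 note: PAF is a Pseudomonas aeruginosa culture filtrate used as stimulus; plate controls were PAF-stimulated DMSO wells for no effect and unstimulated DMSO wells for full effect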
NR2E3 ag-2 = activates human NR2E3 receptor; Q9Y5X4; CHO-S Gal4-NCOR/VP16-NR2E3 two-hybrid, luciferase; inhibition of corepressor binding, % at 3.98 µM; 0.35% of 360,000 active; AID 602229;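 active = inhibition above the mean of all tested compounds plus 3 SD, cut at about 70% in these data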;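 note: 0% = DMSO with NR2E3 transfected cells and 100% = cells lacking NR2E3 construct; higher means lower luciferase signal from less NR2E3 corepressor binding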
* hit, by the source's call; · = no result given. This is a subset; rates above refer to the full screens.

1. O=C(N=C1N=C2C=CC(Br)=CN2Cc2ccccc21)c1ccc([N+](=O)[O-])cc1[N+](=O)[O-]
2. COCCNC(=O)COCc1cc(-c2ccc3c(c2)OCO3)on1
3. O=C1C2C3CCC(C3)C2C(=O)N1c1ccc(OS(=O)(=O)c2ccccc2)cc1 (stereo not drawn)
4. Cc1cc(C)nc(Nc2n[nH]c(-c3ccccc3C)n2)n1
5. COc1cccc(CNC(=O)CCC2CCCN(C(=O)c3cc(C)[nH]n3)C2)c1 (stereo not drawn)
6. O=C(CSc1cccc[n+]1[O-])NCCCc1ccccc1
7. O=C(Oc1ccc(C(=S)N2CCOCC2)cc1)c1cc([N+](=O)[O-])cc([N+](=O)[O-])c1
8. CCOC(=O)C1(Cc2ccc(Cl)cc2)CCN(C(=O)C2=NNC(=O)CC2)CC1

compound no.	1	2	3	4	5	6	7	8
Shn3 inh set2	-93.1	15.3	-27.7	-32.6	-8.4	-4.5	-10.1	-3.9
KKLEB cytotox	11.0	3.1	-17.7	6.0	17.4	-2.2	-7.0	-14.4
NR2E3 ag-1	2.1	0.5	1.1	1.8	-1.5	5.5	0.0	3.9
HIF-2a block	-409.1	-37.0	-236.7	-256.2	6.8	8.3	21.6	16.8
TROY NFkB inh	-36.5	-29.2	47.9	-111.4	-32.7	6.3	10.6	-19.6
TWEAK Fn14 block	1.9	4.2	48.9	-28.5	-0.3	-17.1	7.7	-21.6
C8 TRAIL sens	19.1	-16.1	8.6	5.1	3.6	1.7	3.0	-3.2
MITF TRPM1 inh	-34.4	-2.0	-50.7	-57.2	6.3	-4.6	0.1	-8.0
Peg3 prom inh	-290.5	-19.1	-351.7	-204.2	2.5	-3.4	12.4	-10.9
CF NFkB block	-12.4	-15.5	-18.4	6.2	-2.2	-4.0	-3.8	-2.0
NR2E3 ag-2	-153.8	-5.0	-119.1	-63.4	-11.2	-25.4	-21.2	2.4

9. COc1cccc(NC(=O)Nc2nnc(Cc3ccc(OC)c(OC)c3)s2)c1
10. O=c1[nH]cc(I)cc1I
11. N/C(Cc1ccc([N+](=O)[O-])cc1)=N\OC(=O)c1ccco1
12. COc1ccc(-c2cc(NC=O)c3ncc(-c4ccc(OC)c(OC)c4)n3c2)cc1
13. O=C(CN1C(=O)NC2(CCCC2)C1=O)N1CCN(S(=O)(=O)c2cccc(C(F)(F)F)c2)CC1
14. CN1CCCC(OC(=O)c2ccc(C#N)cc2)C1 (stereo not drawn)
15. CCOc1ccc(C(=O)NCCN(C)C)cc1
16. O=C1/C(=C\c2ccc(Cl)cc2)CCC1CNc1ccc(Cl)cc1 (stereo not drawn)

compound no.	9	10	11	12	13	14	15	16
Shn3 inh set2	12.5	4.5	-4.6	12.8	-17.7	11.3	3.3	51.0
KKLEB cytotox	-28.8	-11.5	-4.3	-23.5	6.4	4.4	6.9	30.1
NR2E3 ag-1	-2.4	·	-1.8	·	-0.9	1.9	3.2	·
HIF-2a block	16.7	19.6	-81.2	-54.4	6.1	6.3	-6.5	-0.3
TROY NFkB inh	22.7	-9.3	-42.1	-20.8	7.9	-24.1	1.2	-19.5
TWEAK Fn14 block	-14.5	10.8	-21.0	12.5	-2.1	4.6	0.1	11.4
C8 TRAIL sens	-13.3	6.8	-12.9	10.4	-9.8	3.8	-0.9	15.0
MITF TRPM1 inh	-0.5	13.0	-12.9	·	-0.4	-41.1	11.3	22.2
Peg3 prom inh	17.8	5.9	-19.0	15.3	6.6	-0.9	2.1	89.2*
CF NFkB block	12.4	16.3	-10.3	15.0	-8.3	-2.4	11.7	-29.6
NR2E3 ag-2	-10.4	-7.4	-52.0	-29.2	6.2	1.7	-20.6	-21.7

17. O=C(Nc1ccccc1)Nc1n[nH]c2nnc(-c3ccccc3)c(-c3ccccc3)c12
18. N#Cc1ccccc1COC(=O)c1ccc2c(c1)OCO2
19. CN1C(=O)CSC1=Nc1ccc(Br)cc1
20. O=C(NCCO)c1cc2ccccc2c(=O)s1
21. COC(=O)[C@]12CCCCC=C1N(CCC1=CCCCC1)C(=O)[C@H](CC(=O)NCc1cccs1)C2
22. O=C(NCCc1ccccc1)C(=O)NN=C1CCCC1
23. CN(C)c1ccc(C(C(=O)NC(C)(C)C)N(C(=O)c2csnn2)C2CC2)cc1 (stereo not drawn)
24. COc1ccc(NC(=O)CSCC(=O)Nc2cccc3ncccc23)cc1

compound no.	17	18	19	20	21	22	23	24
Shn3 inh set2	10.9	-38.8	3.2	-9.0	·	1.6	-9.5	-20.6
KKLEB cytotox	10.2	4.5	-0.2	-5.0	·	5.3	-1.6	20.4
NR2E3 ag-1	5.3	1.0	2.6	4.8	·	-1.4	-0.9	-1.0
HIF-2a block	-21.9	-66.7	-4.4	-5.3	0.5	5.0	-0.9	7.7
TROY NFkB inh	15.7	-66.5	-23.9	-18.2	8.1	8.8	-43.1	5.3
TWEAK Fn14 block	-17.0	-46.7	-11.7	4.9	3.8	-27.2	-11.3	14.7
C8 TRAIL sens	1.3	2.7	-3.0	-5.3	-3.4	-9.1	6.4	8.8
MITF TRPM1 inh	9.5	-59.4	5.1	0.5	·	17.8	4.8	-5.4
Peg3 prom inh	0.1	-156.2	6.3	12.1	·	10.2	-11.2	8.8
CF NFkB block	34.1	9.6	2.5	11.7	·	-9.6	19.4	-34.9
NR2E3 ag-2	-0.8	-19.2	-16.7	-16.9	-15.3	-0.5	1.5	25.9

25. CCOc1cc(N2CCOCC2)c(OCC)cc1NC(=O)c1ccc(S(C)(=O)=O)cc1
26. Cc1ccc(/C=N/NS(=O)(=O)c2ccc([N+](=O)[O-])cc2)o1
27. O=C(CN1CCN(C(=O)c2ccccc2)CC1)Nc1ncc(Br)cc1Br
28. CCc1nnc(NC(=O)CN2C(=O)/C(=C/c3cc(OC)c(OC)c(OC)c3)SC2=S)s1
29. CCc1ccc(NC(=O)CSCCO)cc1
30. CCOC(=O)CSc1nc2ccccc2c(=O)n1C
31. COc1cc(NC(=O)CNc2cccc(S(=O)(=O)N3CCOCC3)c2)cc(OC)c1
32. COc1ccc(C2CC(c3ccccc3)=NN2C(=O)CSc2nccc(=O)[nH]2)cc1 (stereo not drawn)

compound no.	25	26	27	28	29	30	31	32
Shn3 inh set2	-16.3	-5.1	-2.1	1.9	-23.0	1.1	0.2	-46.6
KKLEB cytotox	4.8	1.0	4.3	2.6	13.4	5.5	-27.1	-1.7
NR2E3 ag-1	-0.4	-1.4	0.2	-0.5	-4.1	-2.0	·	-0.2
HIF-2a block	22.5	17.0	2.3	20.5	-58.7	11.6	0.1	-140.5
TROY NFkB inh	-7.0	-1.4	19.9	2.7	-26.0	·	77.7*	-77.3
TWEAK Fn14 block	-32.4	3.5	2.5	-11.9	-3.8	31.5	8.4	8.7
C8 TRAIL sens	-12.9	0.1	-1.4	-4.7	0.2	4.2	13.8	25.2
MITF TRPM1 inh	-0.1	1.8	-0.5	5.1	-4.2	3.9	5.0	5.2
Peg3 prom inh	5.2	-1.8	18.5	-8.6	-45.8	4.6	8.9	-108.8
CF NFkB block	2.8	-12.4	-4.8	2.7	-5.0	2.2	15.7	-21.8
NR2E3 ag-2	13.4	6.5	-4.7	3.1	-25.1	-3.9	-34.5	-25.0

Some of these compounds in order of the Peg3 prom inh value, largest number first:
#	mol	Peg3 prom inh
25	CCOc1cc(N2CCOCC2)c(OCC)cc1NC(=O)c1ccc(S(C)(=O)=O)cc1	5.2
30	CCOC(=O)CSc1nc2ccccc2c(=O)n1C	4.6
28	CCc1nnc(NC(=O)CN2C(=O)/C(=C/c3cc(OC)c(OC)c(OC)c3)SC2=S)s1	-8.6

Next entries:
33. CCc1ccc(C(=O)NC(C(=O)O)C(C)C)cc1 (stereo not drawn)
34. COc1ccc(C(=O)NNC(=O)CCc2nc3ccccc3c(=O)[nH]2)cc1
35. Cn1c(=O)[nH]c(=O)c2c1nc(SCCN1CCOCC1)n2CCCc1ccccc1
36. CN(C(=O)COC(=O)C1CCN(S(=O)(=O)c2ccc3c(c2)OCCO3)CC1)C1CCCCC1
37. COc1cc(C(O)c2nc(-c3cc4ccccc4o3)cs2)ccc1F (stereo not drawn)
38. CCOc1ccccc1N1CCN(C(=O)NCc2ccc(C)cc2)CC1
39. O=C(CSc1nc2ccccc2c(=O)n1-c1ccccc1)N1CCC1
40. CCC1Nc2ncnc(N3CCN(c4ccccc4)CC3)c2N(Cc2ccc(Cl)cc2)C1=O (stereo not drawn)

compound no.	33	34	35	36	37	38	39	40
Shn3 inh set2	-2.2	2.8	0.0	0.1	4.0	22.2	9.6	-6.3
KKLEB cytotox	6.1	-9.3	0.6	9.2	-7.9	-3.9	2.7	-1.9
NR2E3 ag-1	2.1	·	0.9	-0.8	·	2.6	1.1	0.8
HIF-2a block	17.1	2.8	14.4	10.6	-124.8	2.5	5.8	16.3
TROY NFkB inh	13.0	-22.9	-2.8	7.6	-0.5	10.5	19.2	18.3
TWEAK Fn14 block	17.9	-5.7	-24.8	4.1	16.6	-6.1	10.4	4.4
C8 TRAIL sens	6.7	-7.3	6.6	7.4	5.3	-9.3	-3.5	3.7
MITF TRPM1 inh	2.6	0.8	·	-0.3	·	-5.9	8.4	3.0
Peg3 prom inh	4.4	11.8	16.0	-12.0	-82.2	9.7	9.1	30.5
CF NFkB block	-1.3	3.2	-24.2	-18.3	4.2	-17.9	-10.5	-2.1
NR2E3 ag-2	2.0	-32.3	31.6	-15.7	-40.7	-11.3	-7.0	23.9

41. CC(=O)N(CCN(C)C)c1nc2cc3c(cc2s1)OCCO3
42. CCOC(=O)N1CCN(CC(O)COc2cc(C)ccc2C(C)C)CC1 (stereo not drawn)
43. CC(C)OC(=O)CN1C(=O)c2ccccc2C1=O
44. CCNC(=S)N1CC(C)OC(C)C1 (stereo not drawn)

compound no.	41	42	43	44
Shn3 inh set2	-50.7	-10.7	-7.0	2.4
KKLEB cytotox	0.9	-8.0	-12.4	-6.3
NR2E3 ag-1	-1.0	3.0	-1.6	1.2
HIF-2a block	-133.1	17.9	14.1	11.2
TROY NFkB inh	-30.5	3.5	-4.5	-15.4
TWEAK Fn14 block	-17.8	4.0	4.4	5.0
C8 TRAIL sens	22.5	-8.1	-3.6	-3.1
MITF TRPM1 inh	-15.6	-4.7	8.0	-4.2
Peg3 prom inh	-136.4	9.8	3.6	-0.2
CF NFkB block	3.0	23.6	13.1	-3.9
NR2E3 ag-2	0.2	-7.4	-7.8	-16.0

Whole records, looked up by structure.
CCNC(=S)N1CC(C)OC(C)C1 (stereo not drawn) across the screens: Shn3 inh set2: 2.4; KKLEB cytotox: -6.3; NR2E3 ag-1: 1.2; HIF-2a block: 11.2; TROY NFkB inh: -15.4; TWEAK Fn14 block: 5.0; C8 TRAIL sens: -3.1; MITF TRPM1 inh: -4.2; Peg3 prom inh: -0.2; CF NFkB block: -3.9; NR2E3 ag-2: -16.0
CC(C)OC(=O)CN1C(=O)c2ccccc2C1=O across the screens: Shn3 inh set2: -7.0; KKLEB cytotox: -12.4; NR2E3 ag-1: -1.6; HIF-2a block: 14.1; TROY NFkB inh: -4.5; TWEAK Fn14 block: 4.4; C8 TRAIL sens: -3.6; MITF TRPM1 inh: 8.0; Peg3 prom inh: 3.6; CF NFkB block: 13.1; NR2E3 ag-2: -7.8
